From PubChem BioAssay
SIAE primary: human SIAE inhibitors, primary screen, biochemical, fluorescence polarization, FP-Rh probe, 1536-well HTS. hit rate 0.69% among 370,000. SIAE FP-Rh probe binding. AID 1053197, 2014. inhibition, % at 9.66 µM. Sialate O-acetylesterase (Homo sapiens), Q9HAT2;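 active = inhibition above a cutoff: mean of compounds within the control limits plus 3 SD of those, cut at about 17% in these data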;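 note: 0% = plate median of compound wells and 100% = probe without SIAE protein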
PLCg1 inh: PLC-gamma1 enzyme inhibitors, primary screen, biochemical, fluorescence, purified enzyme. fluorogenic substrate. inhibition, % at 12.2 µM. hit rate 0.84% among 370,000; in the data active = inhibition above about 9.5%
ADAM17 inh: ADAM17 inhibitors, primary screen, biochemical, QFRET. recombinant ADAM17, EDANS/DABCYL FRET peptide cleavage. inhibition, % at 6.95 µM. hit rate 0.83% among 370,000;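 active = inhibition above the mean of compounds lying between control limits plus 3 SD, set per campaign, cut at about 8.5% in these data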;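 note: 0% = DMSO-only wells as the low control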
DDE Tn6 FP inh: inhibitors of Tn6 peptide binding to fibrin DD(E), primary screen, biochemical, fluorescence polarization, human fibrin, Tn6 probe. hit rate 0.21% among 370,000. Fibrin DD(E) TRITC-Tn6 fluorescence polarization displacement. inhibition, % at 8.3 µM. AID 720509, 2013;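 active = inhibition above a per-campaign cutoff: mean of compounds within control limits plus 3 SD, cut at about 15% in these data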;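 note: 0% = median of all compound wells on the plate and 100% = blocking peptide control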
ARFGAP1 inh: inhibitors of rat ARFGAP1 GAP activity, primary screen, biochemical, fluorescence polarization, GDP tracer. AID 651572, 2012. hit rate 0.26% among 360,000. Arfgap1-stimulated ARF1 GTP hydrolysis, GDP FP detection. ADP-ribosylation factor GTPase-activating protein 1 (Rattus norvegicus), Q62848. inhibition, % at 16.5 µM;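 active = inhibition above a per-plate limit, mean inhibition of low control wells plus 3 SD, cut at about 25% in these data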;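 note: 0% = DMSO wells with enzyme and 100% = wells lacking Arfgap1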
Target sequence (Q62848 1-136 limits assumed): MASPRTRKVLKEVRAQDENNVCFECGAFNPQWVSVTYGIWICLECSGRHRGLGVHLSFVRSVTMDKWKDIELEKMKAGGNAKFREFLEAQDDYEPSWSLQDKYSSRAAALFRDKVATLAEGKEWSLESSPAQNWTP
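system = rat Arfgap1 catalytic domain, aa 1-136 | technique = FP, GDP Alexa 633 tracer displaced from anti-GDP antibody, 620/688 nm | compound = one concentration, 16.5 µM, DMSO 1.26% | medium = HEPES-based buffer, pH 7.5 | timing = compound-enzyme preincubation 20 min, reaction 120 min, detection 60 min, 25 °C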
TDP2 inh: human TDP2 enzyme inhibitors, primary screen, biochemical, epi absorbance, recombinant enzyme; Tyrosyl-DNA phosphodiesterase 2 (Homo sapiens), O95551; T5PNP hydrolysis, p-nitrophenol absorbance 415 nm; inhibition, % at 12.8 µM; hit rate 0.34% among 370,000; AID 720702, 2013;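 active = inhibition above the mean of all tested compounds plus 3 SD, set per campaign, cut at about 25% in these data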;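 note: 0% = DMSO with enzyme and 100% = buffer with substrate but no TDP2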
Target sequence (O95551 whole entry, looked up): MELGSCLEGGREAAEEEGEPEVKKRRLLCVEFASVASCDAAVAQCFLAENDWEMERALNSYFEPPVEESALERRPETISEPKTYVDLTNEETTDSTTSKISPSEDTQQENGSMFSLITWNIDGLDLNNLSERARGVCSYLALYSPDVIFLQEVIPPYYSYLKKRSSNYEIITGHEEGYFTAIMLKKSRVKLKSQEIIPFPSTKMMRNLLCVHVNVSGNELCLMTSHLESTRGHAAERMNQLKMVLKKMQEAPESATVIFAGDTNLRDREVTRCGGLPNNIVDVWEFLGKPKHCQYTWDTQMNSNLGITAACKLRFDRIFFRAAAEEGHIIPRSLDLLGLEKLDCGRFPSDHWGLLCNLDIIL
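test system = human TDP2 enzyme | input = TDP2 enzyme at 120 nM final | medium = 50 mM Tris-HCl pH 7.5 with Mg2+, KCl, DTT, BSA | also added = T5PNP substrate, 5 mM | times = 2 h at 37 °C | technique = epi absorbance | benchmarks = high control without enzyme, low control DMSO plus TDP2 | replication = each compound tested once, singlicate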
DDE Tn7 FP inh: inhibitors of Tn7 peptide binding to fibrin DD(E), primary screen, biochemical, fluorescence polarization, human fibrin, Tn7 probe. AID 720508, 2013. hit rate 0.13% among 370,000. Fibrinogen beta chain (Homo sapiens), P02675. inhibition, % at 8.3 µM. FP displacement of FITC-Tn7 peptide from fibrin DD(E); 0% = median of compound wells per plate;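 active = inhibition above the mean of compounds falling within the control limits plus 3 SD of them, cut at about 14% in these data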;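 note: 0% = plate median of compound wells and 100% = 10 µM Aha-Tn7 peptide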
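Assay system: human fibrin DD(E) protein / Input: 2 µM fibrin DD(E) / Benchmarks: high control of 10 µM Aha-Tn7 peptide / Measured by: fluorescence polarization of the labelled Tn7 tracer / Medium: Tris buffer with calcium and detergent, pH 7.8 / Timing: 10 min compound pre-incubation, 3 h probe incubation at room temperature / Repeats: one replicate per compound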
ADAM10 inh: human ADAM10 inhibitors, primary screen, biochemical, QFRET, HTS. Disintegrin and metalloproteinase domain-containing protein 10 (Homo sapiens), O14672. hit rate 0.62% among 370,000. inhibition, % at 7 µM. AID 720582, 2013. recombinant ADAM10, EDANS/DABCYL FRET peptide cleavage, 3 h;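 active = inhibition above a per-campaign cutoff equal to the mean of compounds falling between control-based bounds plus 3 SD, cut at about 20% in these data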;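 note: 0% = DMSO wells while the 100% control is not disclosed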
Target sequence (O14672 214-748 limits assumed): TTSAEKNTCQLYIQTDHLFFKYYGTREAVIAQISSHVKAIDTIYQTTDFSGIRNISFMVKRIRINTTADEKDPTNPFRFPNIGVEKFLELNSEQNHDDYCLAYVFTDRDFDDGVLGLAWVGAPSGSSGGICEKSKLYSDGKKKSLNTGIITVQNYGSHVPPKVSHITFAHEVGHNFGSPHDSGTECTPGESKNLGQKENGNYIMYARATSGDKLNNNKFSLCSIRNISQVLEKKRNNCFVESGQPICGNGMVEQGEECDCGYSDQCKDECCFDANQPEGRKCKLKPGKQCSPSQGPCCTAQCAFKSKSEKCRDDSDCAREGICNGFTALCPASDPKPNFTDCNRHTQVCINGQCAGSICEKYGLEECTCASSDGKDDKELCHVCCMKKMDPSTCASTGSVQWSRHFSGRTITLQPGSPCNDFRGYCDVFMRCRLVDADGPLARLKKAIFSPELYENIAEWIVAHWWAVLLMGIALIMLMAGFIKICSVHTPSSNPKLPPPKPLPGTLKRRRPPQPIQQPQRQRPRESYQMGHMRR
ASAP1 inh: inhibitors of human ASAP1 ArfGAP activity, primary screen, biochemical, fluorescence polarization. Arf-GAP with SH3 domain, ANK repeat and PH domain-containing protein 1 (Homo sapiens), …. ASAP1-stimulated ARF1 GTP hydrolysis, GDP FP detection. inhibition, % at 16.5 µM. hit rate 0.19% among 360,000. AID 624377, 2012; in the data active = inhibition above about 25%;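 note: 0% = vehicle with enzyme and substrate and 100% = no enzyme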
PLC-beta3 inh: human PLC-beta3 inhibitors, primary screen, biochemical, fluorescence; 1-phosphatidylinositol 4,5-bisphosphate phosphodiesterase beta-3 (Homo sapiens), Q01970; Purified PLC-beta3, fluorogenic substrate; inhibition, % at 12.2 µM; hit rate 0.18% among 370,000; AID 720704, 2013; in the data active = inhibition above about 11%;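 note: 0% = median of compound wells on plate and 100% = full blocker control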
The depositor's hits bear a star; i = inactive.

cpd	SIAE primary	PLCg1 inh	ADAM17 inh	DDE Tn6 FP inh	ARFGAP1 inh	TDP2 inh	DDE Tn7 FP inh	ADAM10 inh	ASAP1 inh	PLC-beta3 inh	SMILES
1	-3	-116	6	-1	1	5	2	10	-1	-128	CCOC(=O)C1=C(C)Nc2sc(C(=O)c3ccc(F)cc3)c(N)c2C1c1ccc(C(=O)OC)cc1 (configuration not stated)
2	4	-191	-4	-1	4	12	3	-28	1	-276	CC(=O)Nc1cc(-c2ccccc2CN(C)C)cn2c(-c3ccc(C(C)=O)cc3)cnc12
3	-1	-68	-11	-3	-15	0	-2	-45	4	-86	COc1c2ccoc2nc2c(OC)c(O)ccc12
4	-6	0	-2	2	3	9	6	1	18	1	COc1ccc(/C=N/NC(=O)c2ccncc2)cc1[N+](=O)[O-]
5	7	-1	0	4	-3	12	-4	-4	-2	-4	CCN(CC)C(=S)Oc1c(Cl)cccc1Cl
6	-3	2	2	-4	-13	-15	6	7	0	-3	COc1ccccc1NC(=O)c1oc2ccccc2c1NC(=O)c1cc(OC)c(OC)c(OC)c1
7	3	1	-1	1	5	6	-2	7	-2	-1	Cc1ccc(-c2csc3ncnc(N4CCN(Cc5ccccc5)CC4)c23)cc1
8	3	0	-1	4	6	0	5	4	-7	1	O=C(NCc1ccon1)c1ccc(OC2CCN(CCc3ccccc3)CC2)cc1
9	-1	-1	-2	1	-11	-4	7	-6	13	-4	CCN(C(=O)COC(=O)c1ccc([N+](=O)[O-])o1)c1cccc2ccccc12
10	1	0	2	-2	9	-23	-2	11	-1	-5	CCOC(=O)N1CCN(C(=O)c2ccc3c(c2)N=C(CC)c2cc(C)ccc2S3)CC1
11	-5	0	-4	-4	-6	11	0	9	-5	-6	COc1ccc(C(=O)N2CCCC(N3CCN(c4ccccc4OC)CC3)C2)c(OC)n1 (configuration not stated)
12	0	1	1	5	5	-1	-7	4	-15	2	O=C(Nc1cccc(C(=O)N2CCOCC2)c1)c1ncn[nH]1
13	1	-29	-24	6	6	-5	-5	-98	7	-46	O=C(O)C1CCCCC1C(=O)Nc1cccc2ccccc12 (configuration not stated)
14	-1	-318	-191	-6	2	3	0	i	-1	-342	CCCCc1cc(=O)oc2cc(C)cc(OCc3nn[nH]n3)c12
15	-5	3	-2	-9	1	-9	1	-8	-10	-3	Cn1c(Cc2ccc3c(c2)OCO3)nnc1SCC(=O)NC1CCCC1
16	5	0	2	8	-15	-7	0	-5	1	0	N#CCCCSc1nnc(-c2ccccn2)o1
17	0	-17	-3	6	-16	-8	11	-9	0	-23	Cn1c(-c2ccncc2)nc2ccccc21
18	0	1	3	-3	7	7	-4	-9	8	-2	CCC(C(=O)OCCOCCN(CC)CC)c1ccccc1 (configuration not stated)
19	5	-2	2	-1	-5	9	4	0	1	-6	COc1cc2c(cc1OC)CN(C(=O)c1ccc(N3CCCC3)c([N+](=O)[O-])c1)CC2
20	-3	-3	-2	5	4	-4	-1	-8	-1	-8	O=C1C(=O)N(c2ccccn2)C(c2cccc([N+](=O)[O-])c2)/C1=C(/O)c1ccc(Br)cc1 (configuration not stated)
21	18*	0	2	4	-6	-2	9	-1	0	0	CN(C)C(=O)c1cnc(Cc2c[nH]c3ccccc23)c(I)c1
22	1	0	-8	6	-8	7	1	0	-7	-8	O=C(c1cccc(-c2ccccc2)c1)N1CC[C@@H](N2CCC(O)CC2)[C@H](O)C1
23	6	0	-6	-4	5	1	-1	6	1	-9	CCn1ccnc1CN1CCCCC1C(=O)Nc1ccc(Oc2cccnc2)cc1 (configuration not stated)
24	1	-52	-23	-4	2	-12	3	-82	-10	-65	N#Cc1nc(-c2ccccc2Cl)oc1NCC1CCCO1 (configuration not stated)
25	0	-31	-19	0	-13	-7	-2	-61	13	-48	CCCn1c(N)c(N(CCOC)C(=O)c2cc(-c3ccco3)nc3ccccc23)c(=O)[nH]c1=O
26	-12	1	-2	-2	6	0	-1	-2	13	-5	Cc1ccccc1Cn1nnc(C(=O)Nc2ccc3c(c2)OCCO3)c1N
27	-7	4	1	-1	-2	-1	-9	-11	5	1	O=C(Cn1cccc1C(=O)c1ccccc1)NCCN1CCOCC1
28	8	-11	-2	2	14	7	5	-2	1	-18	Cc1ccc2c(c1)N=C(c1ccc(Cl)cc1)CO2
29	-3	3	-5	2	2	-1	-2	0	2	-9	O=C(NCCOc1ccccc1F)C1CCC(=O)N(CC2CCCCC2)C1 (configuration not stated)
30	-3	3	1	5	-5	-3	-4	1	5	4	COC(=O)NNC(=O)COc1ccc(Br)c(C)c1
31	1	-1	-4	2	6	6	3	6	1	-1	C=C(C)CSc1nc2ncccc2[nH]1
32	6	-1	-1	3	15	20	-2	-1	2	-7	Cc1ccc(C(=O)NCCCNC(=O)COc2ccc(C)c(C)c2)cn1
33	-2	-2	0	-1	2	11	-2	-1	-2	1	Cc1ccc(CN2CCN(CC(C)C)C(CCO)C2)s1 (configuration not stated)
34	-3	5	1	-4	12	-1	-1	1	12	4	Cc1nc([N+](=O)[O-])cn1CC(Cl)Cn1cc([N+](=O)[O-])nc1C
35	-4	8	1	6	9	-2	-4	6	-4	3	CC(C)C1=CC(=NS(=O)(=O)c2cccc([N+](=O)[O-])c2)C=C(C(C)C)C1=O
36	4	1	-9	2	-1	-10	0	-5	-14	-9	CCn1c(C)cc(O)c(C(=O)Nc2cccc(Cl)c2)c1=O
37	0	-1	0	2	-8	3	3	-6	-5	-2	C=CCSc1ccc(S(=O)(=O)N2CCN(C)CC2)cn1
38	1	-122	-30	-6	-8	13	6	-71	5	-178	N#CCCN/N=C(\Cc1nc2ccccc2[nH]1)c1ccccc1
39	-3	1	-1	-7	1	1	1	-6	8	2	CCOC(=O)C1(Cc2cccc(OC)c2)CCCN(C(=O)CCc2cccnc2)C1 (configuration not stated)
40	-5	-60	-93	7	0	-11	0	-222	3	-80	O=c1[nH]c2ccccc2nc1-c1ccc(Cl)cc1

Reprinted: nos. 29–40
cpd	SIAE primary	PLCg1 inh	ADAM17 inh	DDE Tn6 FP inh	ARFGAP1 inh	TDP2 inh	DDE Tn7 FP inh	ADAM10 inh	ASAP1 inh	PLC-beta3 inh	SMILES
29	-3	3	-5	2	2	-1	-2	0	2	-9	O=C(NCCOc1ccccc1F)C1CCC(=O)N(CC2CCCCC2)C1 (configuration not stated)
30	-3	3	1	5	-5	-3	-4	1	5	4	COC(=O)NNC(=O)COc1ccc(Br)c(C)c1
31	1	-1	-4	2	6	6	3	6	1	-1	C=C(C)CSc1nc2ncccc2[nH]1
32	6	-1	-1	3	15	20	-2	-1	2	-7	Cc1ccc(C(=O)NCCCNC(=O)COc2ccc(C)c(C)c2)cn1
33	-2	-2	0	-1	2	11	-2	-1	-2	1	Cc1ccc(CN2CCN(CC(C)C)C(CCO)C2)s1 (configuration not stated)
34	-3	5	1	-4	12	-1	-1	1	12	4	Cc1nc([N+](=O)[O-])cn1CC(Cl)Cn1cc([N+](=O)[O-])nc1C
35	-4	8	1	6	9	-2	-4	6	-4	3	CC(C)C1=CC(=NS(=O)(=O)c2cccc([N+](=O)[O-])c2)C=C(C(C)C)C1=O
36	4	1	-9	2	-1	-10	0	-5	-14	-9	CCn1c(C)cc(O)c(C(=O)Nc2cccc(Cl)c2)c1=O
37	0	-1	0	2	-8	3	3	-6	-5	-2	C=CCSc1ccc(S(=O)(=O)N2CCN(C)CC2)cn1
38	1	-122	-30	-6	-8	13	6	-71	5	-178	N#CCCN/N=C(\Cc1nc2ccccc2[nH]1)c1ccccc1
39	-3	1	-1	-7	1	1	1	-6	8	2	CCOC(=O)C1(Cc2cccc(OC)c2)CCCN(C(=O)CCc2cccnc2)C1 (configuration not stated)
40	-5	-60	-93	7	0	-11	0	-222	3	-80	O=c1[nH]c2ccccc2nc1-c1ccc(Cl)cc1

The list goes on:
cpd	SIAE primary	PLCg1 inh	ADAM17 inh	DDE Tn6 FP inh	ARFGAP1 inh	TDP2 inh	DDE Tn7 FP inh	ADAM10 inh	ASAP1 inh	PLC-beta3 inh	SMILES
41	0	2	-1	0	-13	-14	4	0	-21	-8	CC(Nc1nc2ccccc2n2cnnc12)c1ccccc1 (configuration not stated)
42	15	-8	-4	0	1	-1	3	-5	5	-22	COc1ccc2ccccc2c1/C=N/Nc1cccc(C(=O)O)c1
43	9	2	-8	5	10	3	-2	-1	10	-1	Cn1c(NCc2ccccc2)nc2c1c(=O)n(Cc1ccc(Br)cc1)c(=O)n2C
44	-6	-2	-1	4	12	-19	1	-3	-1	-4	CCOc1nc(-c2ccccc2)ncc1Oc1ccccc1
45	0	-1	0	1	-10	9	-2	-3	2	-3	Nc1cc(-c2ccccc2)nn1S(=O)(=O)c1ccc(F)cc1
46	5	3	-2	-1	1	9	-3	-1	13	-5	COc1ccc(CN(CC(=O)NCc2ccc3c(c2)OCO3)C(=O)c2csnn2)cc1
47	0	-2	-6	-4	4	2	-2	-1	5	-12	COc1ccc(CNC(=O)C2Cc3cc(S(=O)(=O)N4CCCC4)ccc3N2C(C)=O)c(OC)c1 (configuration not stated)
48	14	-2	-5	5	17	-1	3	1	10	1	Cn1cc(S(=O)(=O)Nc2ccc(Cl)cc2Cl)c(=O)n(C)c1=O
49	-4	0	-3	-1	-3	2	-1	-5	-5	-1	Cc1cccc(Oc2cnn(C(C)(C)C)c(=O)c2Cl)c1
